Bioassay records (PubChem)
GPR151 ag: activates the human receptor GPR151; actives 1% (n = 650,000); PathHunter beta-arrestin GPR151 cells, luminescence; activation, % at 11.2 µM; in the data active means activation above about 4.9%;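 further: 0% = median of compound wells and 100% = cells with positive control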
Target sequence (Q8TDV0 whole entry, looked up): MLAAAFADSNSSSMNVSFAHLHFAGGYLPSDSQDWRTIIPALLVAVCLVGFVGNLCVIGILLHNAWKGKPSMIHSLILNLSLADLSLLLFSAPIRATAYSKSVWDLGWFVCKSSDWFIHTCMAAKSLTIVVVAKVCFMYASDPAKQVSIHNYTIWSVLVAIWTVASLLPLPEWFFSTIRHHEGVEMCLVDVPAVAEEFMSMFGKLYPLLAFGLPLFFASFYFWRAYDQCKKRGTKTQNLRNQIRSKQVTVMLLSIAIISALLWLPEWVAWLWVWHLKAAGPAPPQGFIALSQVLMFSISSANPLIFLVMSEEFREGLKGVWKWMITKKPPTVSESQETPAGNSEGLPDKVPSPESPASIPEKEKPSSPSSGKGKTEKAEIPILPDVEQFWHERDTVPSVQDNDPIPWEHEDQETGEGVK
FBW7 activator: activators of human E3 ligase FBW7; Q969H0; AlphaScreen FBW7–phospho-cyclin E peptide binding, activator screen; normalized activity (activation), % at 26.1 µM; actives 0.13% (n = 650,000); AID 1259310; in the data active means normalized activity above about 1.9%;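 further: purified mutant Fbw7 with reduced substrate affinity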
TEAD-YAP inh: TEAD-YAP interaction inhibition; HEK-TIYL cells, TEAD-Gal4/YAP UAS-luciferase luminescence; inhibition, % at 9.12 µM; actives 1.4% (n = 640,000); in the data active means inhibition above about 32%;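 further: 0% = median of test compound wells and 100% = reference inhibitor wells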
MITF primary: inhibitors of human MITF. inhibition, % at 2.6 µM. O75030. AlphaScreen MITF homodimerization, bead proximity signal. AID 1259374. actives 0.91% (n = 650,000); in the data active means inhibition above about 50%;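 further: 0% = vehicle wells with protein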
Target sequence (O75030 whole entry, looked up): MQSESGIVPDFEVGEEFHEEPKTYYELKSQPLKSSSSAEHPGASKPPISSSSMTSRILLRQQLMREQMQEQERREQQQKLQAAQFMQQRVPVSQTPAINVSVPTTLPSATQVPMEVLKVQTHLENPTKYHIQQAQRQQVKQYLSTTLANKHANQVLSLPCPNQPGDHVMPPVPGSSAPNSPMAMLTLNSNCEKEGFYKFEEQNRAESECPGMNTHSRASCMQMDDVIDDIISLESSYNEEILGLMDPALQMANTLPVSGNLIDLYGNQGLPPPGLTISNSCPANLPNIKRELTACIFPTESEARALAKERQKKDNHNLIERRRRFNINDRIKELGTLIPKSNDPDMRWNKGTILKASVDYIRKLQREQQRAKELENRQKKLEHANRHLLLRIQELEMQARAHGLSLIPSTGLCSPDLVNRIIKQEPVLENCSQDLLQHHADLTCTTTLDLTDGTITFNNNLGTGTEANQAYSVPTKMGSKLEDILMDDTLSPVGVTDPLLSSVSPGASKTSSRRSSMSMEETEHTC
Numbers without * were called inactive; . = not tested or not shown.

Order of results: GPR151 ag | FBW7 activator | TEAD-YAP inh | MITF primary
CC(NC(=O)c1cc(-c2ccc3c(c2)OCO3)nc2ccccc12)C1CCCO1 (configuration not stated)
  0.4 | -0.1 | 7.5 | -3.9
Cc1ccc(-c2cc(C(F)(F)F)n3ncc(C(=O)Nc4cccc(Cl)c4Cl)c3n2)cc1
  0.5 | -0.1 | 0.3 | 2.9
COc1ccc(C(=O)Nc2ccc3oc(-c4cccnc4)nc3c2)cc1OC
  -0.7 | -0.1 | -5.9 | 0.8
CCN(Cc1ccccc1)S(=O)(=O)c1ccc(F)c(C(=O)Nc2ccc(Br)cc2F)c1
  -2.3 | -0.2 | -3.7 | 1.8
O=C(Cn1nc(-c2ccc(F)cc2)ccc1=O)NCC1CCCO1 (configuration not stated)
  3.2 | 0.4 | 6.0 | 17.3
O=[N+]([O-])c1c(Sc2ncnc3nc[nH]c23)ccc2nsnc12
  -1.0 | 0.1 | -6.3 | 22.0
COC(=O)c1sc(N)c(C(=O)OC)c1CN1C(=O)C(=O)N(C2CCCC2)C1=O
  0.1 | 0.0 | -0.3 | 4.2
O=C(N/N=C/c1cccnc1)c1cc(C2CC2)[nH]n1
  -0.6 | -0.1 | -12.8 | -1.4
C=CCN1CCN(c2c(NC(=O)c3ccc(Br)o3)cccc2-c2ccccc2)CC1
  0.2 | -0.3 | -14.2 | -8.2
CC1CCCC(NC(=O)C2CCCN(C(=O)N3CCOc4ccccc43)C2)C1C (configuration not stated)
  1.2 | -0.2 | -3.2 | -10.2
Cn1c(=NC(=O)CN2C(=O)CCC2=O)sc2cc(F)cc(F)c21
  1.8 | 0.0 | 0.8 | -3.1
Cc1ccccc1NC(=S)NCC(c1cccnc1)N(C)C (configuration not stated)
  -0.2 | -0.1 | 1.5 | 1.9
Cc1ccc(CNc2ccnc3c(-c4ccoc4)cnn23)c(C)c1
  -0.2 | 0.2 | 0.6 | 7.8
COc1ccc(CNC(=O)CSc2nc3ccccc3s2)cc1
  -0.7 | 0.2 | 8.8 | 9.8
CCOC(=O)c1sc(NC(=O)C(C)Sc2nnc(CNC(=O)c3ccco3)n2Cc2ccccc2)c(C(=O)OCC)c1C (configuration not stated)
  0.8 | -0.2 | -2.1 | -0.6

Some of the entries above in a different format.
smiles	GPR151 ag	FBW7 activator	TEAD-YAP inh	MITF primary
O=[N+]([O-])c1c(Sc2ncnc3nc[nH]c23)ccc2nsnc12	-1.0	0.1	-6.3	22.0
COC(=O)c1sc(N)c(C(=O)OC)c1CN1C(=O)C(=O)N(C2CCCC2)C1=O	0.1	0.0	-0.3	4.2

(list continues)
Order of results: GPR151 ag | FBW7 activator | TEAD-YAP inh | MITF primary
CC(=O)c1sc(Nc2ccc(Cl)c(Cl)c2)nc1C
  -0.2 | 0.1 | -39.0 | -15.5
CC(C)N1CCN(c2ccc(Oc3cc(Nc4ccccc4C(N)=O)c(C(F)(F)F)cn3)cc2)CC1
  -1.4 | 0.9 | 14.4 | 11.8
CCOC(=O)c1c(NC(=O)c2ccc(Br)o2)sc2c1CCC2
  1.2 | 0.1 | 8.9 | 23.5
CC(=O)N(/N=C1\Oc2ccc3c(C)cc(=O)oc3c2C1=O)c1ccc(C)cc1
  0.6 | -0.2 | 0.8 | 4.1
COc1ccc(C)cc1NC(=O)C1CCN(C(=O)c2cc(OC)c(OC)c(OC)c2)CC1
  0.0 | 0.0 | 8.8 | -0.4
CCCc1[nH]nc2c1C(c1ccccc1OCC)C(C#N)=C(N)O2 (configuration not stated)
  -1.2 | 0.6 | 3.4 | 6.7
Cc1ccc(CNC(=O)CCn2nnc3ccccc3c2=O)cc1
  0.5 | 0.2 | 7.6 | 10.2
Cc1cccc(C(=O)N2CCC(n3nnc4cc(C)ccc43)CC2)c1
  0.1 | 0.2 | 10.2 | 6.8
Cc1cccc2c1[nH]c1nc(N/N=C\c3ccc(O)cc3O)nnc12
  0.1 | -0.2 | -7.8 | 17.3
CCCc1oc2c(cc(NS(=O)(=O)c3ccc(C)cc3)c3ccccc32)c1C(=O)OCC
  0.8 | -0.1 | 2.0 | -2.1
CCOc1ccccc1-n1c(SCC(N)=O)nnc1-c1ccoc1C
  -1.6 | 0.1 | -3.1 | 7.0
CCOC(=O)c1c(C)c(C(=O)Nc2ccc3c(c2)OCCO3)c(C)n1CC
  0.5 | -0.2 | 7.0 | -7.2
CCOc1cc(C=O)c(Br)cc1OCC(=O)Nc1ccccc1C
  2.3 | 0.3 | 7.2 | 13.6
O=C(O)c1cc(N2C(=O)/C(=C/c3ccc(O)cc3)SC2=S)ccc1O
  1.6 | 0.1 | 1.9 | 19.8
O=C(NCc1nnc2n1CCN(C(=O)/C=C/c1ccccn1)CC2)c1cccc(F)c1
  2.4 | 0.1 | -9.9 | 11.4
O=c1cc(-c2ccc(F)cc2)ncn1CCNS(=O)(=O)c1ccc2c(c1)CCCC2
  1.5 | -0.1 | -6.5 | -8.0
CCNc1nc(NCC)n2c(SCC(=O)Nc3ccccc3C)nnc2n1
  6.8* | 0.0 | 3.0 | -14.5
CC1CCN(CCCn2c(SCC(=O)NC3CCCC3)nc3ccccc3c2=O)CC1
  2.4 | 0.1 | 1.8 | 2.8
O=S(=O)(NCCSCc1c(F)cccc1Cl)c1ccccc1
  -1.2 | -0.1 | -4.6 | -10.8
Nc1nc(SCC(=O)NC2CCCC2)[nH]c(=O)c1NC(=O)c1ccco1
  -0.3 | 0.3 | 5.6 | 6.0
O=C1N(c2ccc3c(c2)OCCO3)C(c2ccc(Cl)cc2)C1(F)F (configuration not stated)
  0.2 | 0.1 | 4.0 | 7.8
COc1cccc(-c2nc(C=Nc3cccc(C(F)(F)F)c3)c(O)o2)c1
  2.7 | -0.1 | -6.5 | -9.4
O=C(CSC1=NCCS1)N1CCCc2ccccc21
  0.5 | -0.1 | -13.5 | 2.7
COc1ccc(N2CCN(C(=O)c3ccccc3SC)CC2)nn1
  0.6 | 0.2 | -0.7 | 16.2
COc1cccc(Nc2nc(C)cc(C)c2C(N)=O)c1
  0.3 | -0.1 | 6.8 | 11.8
CC1S/C(=N\N=C2\CCCc3ccccc32)NC1=O (configuration not stated)
  0.8 | 0.1 | 3.5 | 4.6
C=CCn1c(N2CCCC2)cc(=O)n(C)c1=O
  3.5 | 0.3 | -24.3 | 9.5
Cn1c(C(=O)N2CCN(c3ccc(F)cc3)CC2)cc2c(=O)n3ccccc3nc21
  5.6* | 0.2 | 1.3 | -0.8
Cc1ccc(S(=O)(=O)NC(C)(C)CSc2ccccc2)cc1
  0.9 | 0.3 | -6.8 | 15.9
O=C1CC(c2ccccc2)CC2=C1C(c1ccc(F)cc1)Nc1ccccc1N2 (configuration not stated)
  1.6 | 0.4 | -1.2 | 7.7
CN(C)CC(C)(O)c1ccc2c(c1)CN(C(=O)CN1CCc3ccccc3C1)CCO2 (configuration not stated)
  -1.1 | -0.1 | -5.8 | 16.6
CCSc1nc2sccn2c(=O)c1C(=O)N(C)Cc1ccccc1
  -0.8 | 0.3 | 12.2 | 17.7
Cc1ncc([N+](=O)[O-])n1CCOC(=O)c1cc(Cl)cc(Cl)c1N
  -1.3 | -0.1 | -12.7 | 12.1
O=C1S/C(=C/c2cccs2)C(=O)N1Cc1cccc([N+](=O)[O-])c1
  0.8 | 0.0 | 1.0 | -12.3
O=C(Cc1ccccc1)NC(c1ccccc1Cl)c1ccc2cccnc2c1O (configuration not stated)
  0.8 | -1.6 | 84.0* | 16.4
Cc1cc2ccccc2nc1SCCN1CCOCC1
  -0.5 | 0.0 | 6.9 | 44.6
O=C(Nc1ccc2c(c1)OCCO2)Nc1ccccc1Cl
  -3.2 | -0.1 | -71.5 | -10.7
CC(C)CCNC(=O)C(c1cccnc1)N(C(=O)Cn1nnc2ccccc21)C1CC1 (configuration not stated)
  -0.4 | -0.1 | -48.5 | -1.4
Cc1ccc(NS(=O)(=O)c2ccc(Br)cc2)cc1[N+](=O)[O-]
  -0.3 | -0.1 | 0.3 | 10.2
O=C(CSc1nnc(-c2ccccc2)n1-n1cccc1)Nc1ccc2c(c1)OCO2
  -0.2 | -0.1 | 6.5 | 2.3
COc1ccc2c(c1)C[C@H](C(=O)Nc1ccc(-c3cn[nH]c3)cc1SCC(=O)N1CCCC1)NC2
  -2.1 | 0.5 | -8.7 | -8.3
CCN1C(=O)N[C@@H](c2cccc(F)c2)C(C(=O)OC)=C1C
  -1.2 | 0.0 | . | -1.6
CCOC(=O)C1=C(C)N=c2s/c(=C\c3ccc(OC)c(OCC)c3)c(=O)n2C1c1ccccc1Cl (configuration not stated)
  0.0 | -0.2 | 5.5 | -4.7
COc1ccccc1NS(=O)(=O)c1cccc(C(=O)Nc2ccccc2[N+](=O)[O-])c1
  -1.3 | -0.1 | 8.1 | 15.3
CCc1ccc(C(=O)COC(=O)c2ccc(S(C)(=O)=O)c([N+](=O)[O-])c2)cc1
  0.4 | 0.1 | -0.1 | -5.1
CC(C)C1NC(C(=O)O)Cc2c1[nH]c1ccccc21 (configuration not stated)
  0.1 | -0.1 | 7.3 | 3.3
CC1CCCC(C)N1CCNC(=O)C1CCN(S(=O)(=O)N2CCCCC2)CC1 (configuration not stated)
  -0.8 | 0.0 | -3.8 | -4.1
CCCc1ccc(OCC(O)CN2CC(C)OC(C)C2)cc1 (configuration not stated)
  0.0 | -0.1 | -0.4 | 1.1
O=C(NCCCN1CCOCC1)C1CC(=O)N(C2CCCCC2)C1 (configuration not stated)
  1.0 | 0.0 | 2.9 | 5.8
CCCCc1nc(SCC(=O)Nc2cc(C)on2)n[nH]1
  -0.5 | -0.1 | -3.5 | 7.4
COC(=O)c1c(NC(=O)c2ccc([N+](=O)[O-])cc2)sc2c1C(C(=O)OC)CC2 (configuration not stated)
  0.1 | -0.1 | -2.9 | -1.4
COc1ccc(CN2C(=S)N(c3ccccc3)C(=O)C2CC(=O)Nc2ccc(F)cc2)cc1 (configuration not stated)
  0.9 | 0.0 | 10.5 | 0.0
COc1cc(Nc2nc(Nc3nc4ccccc4n3C)nc3c2ncn3C(C)C)cc(OC)c1OC
  -0.2 | -0.1 | 0.7 | 0.6
CC(C)C(C(=O)Nc1ccc(F)cc1)N1C(=O)c2ccccc2C1=O (configuration not stated)
  0.3 | 0.1 | -2.3 | 10.7
Cc1noc(C)c1C(=O)Nc1sc2c(c1C#N)CCC(C)C2 (configuration not stated)
  1.3 | -0.2 | -26.0 | 16.7
CC(=O)N/N=C/c1cc(C)n(-c2cccc(Cl)c2Cl)c1C
  2.9 | -0.2 | -8.2 | -10.7
O=C1CN=C(Nc2nc3ccccc3s2)N1
  -1.5 | -0.1 | -4.5 | -0.8
COc1ccc2nc(Nc3ccccc3)sc2c1
  -0.7 | -0.2 | -48.8 | -11.2
O=C1OC(/C=C\c2cccc([N+](=O)[O-])c2)=NC/1=C/c1ccccc1Cl
  1.0 | -0.1 | -2.9 | -2.4
CCOc1ccc(CC(C(=O)NN)C(=O)NN)cc1CN(C)C
  1.1 | -0.1 | 3.5 | 5.8

(cont.)
Order of results: GPR151 ag | FBW7 activator | TEAD-YAP inh | MITF primary
NC(=O)NCC(=O)OCC(=O)Nc1c(Cl)cc(S(N)(=O)=O)cc1Cl
  0.7 | 0.2 | 12.2 | -7.5
Cc1cc(S(=O)(=O)N2CCN(Cc3ccccc3)CC2)ccc1Cl
  0.7 | 0.0 | 1.5 | 2.3
Cc1ccc(C(=O)OCC(=O)c2ccc(Cl)s2)cc1S(=O)(=O)N1CCOCC1
  -2.6 | 0.9 | -5.0 | 21.0
Cc1c(Cl)cccc1-n1c(SCc2cc(=O)n3ccccc3n2)nc2[nH]ncc2c1=O
  0.1 | -0.1 | 27.5 | 13.6
CCN(CC)C(=O)CCN1C(=O)c2ccccc2C1=O
  -0.7 | 0.0 | 12.4 | 1.3
CCCn1cc(NC(=O)c2csc(-c3ccccc3O)n2)cn1
  -1.1 | 0.4 | -53.9 | -7.6
O=C(NC1C2CC3CC1CC(O)(C3)C2)C1CC(Cc2cccc(Cl)c2)=NO1 (configuration not stated)
  -1.4 | 0.0 | -44.6 | 1.0
Cc1cc(NC(=O)CSc2nc(N)cc(=O)[nH]2)ccc1Br
  -0.6 | 0.1 | 10.9 | 5.2
CC(C)(C)c1ccc(CNC(=O)c2cccc(C(=O)NCc3ccc(C(C)(C)C)cc3)c2)cc1
  -0.8 | -0.1 | -9.5 | 1.2
COCCN1CCc2nc(SCC(=O)Nc3cc(C)cc(C)c3)[nH]c(=O)c2C1
  0.2 | 0.3 | -2.5 | 15.6
O=c1oc2ccccc2cc1-c1nnc(-c2ccccc2O)o1
  -0.5 | -0.2 | -4.5 | -5.4

An excerpt from above with just MITF primary and FBW7 activator:
molecule | MITF primary | FBW7 activator
CCN(CC)C(=O)CCN1C(=O)c2ccccc2C1=O | 1.3 | 0.0
O=c1oc2ccccc2cc1-c1nnc(-c2ccccc2O)o1 | -5.4 | -0.2
COCCN1CCc2nc(SCC(=O)Nc3cc(C)cc(C)c3)[nH]c(=O)c2C1 | 15.6 | 0.3
Cc1cc(NC(=O)CSc2nc(N)cc(=O)[nH]2)ccc1Br | 5.2 | 0.1
CCCn1cc(NC(=O)c2csc(-c3ccccc3O)n2)cn1 | -7.6 | 0.4
